High-throughput results: PubChem BioAssay, School of Medicine, Indiana University
FECH block = inhibitors of human ferrochelatase; P22830; purified FECH, Ni-mesoporphyrin absorbance 550 nm; calls only at 10 µM (by protocol); 3.3% of 20,000 active; AID 1671448;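 active = enzyme reaction rate more than 3 SD below the solvent-only control wells on the same plate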;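 also: lower slope than DMSO wells means FECH inhibition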
Target sequence (P22830 whole entry, looked up): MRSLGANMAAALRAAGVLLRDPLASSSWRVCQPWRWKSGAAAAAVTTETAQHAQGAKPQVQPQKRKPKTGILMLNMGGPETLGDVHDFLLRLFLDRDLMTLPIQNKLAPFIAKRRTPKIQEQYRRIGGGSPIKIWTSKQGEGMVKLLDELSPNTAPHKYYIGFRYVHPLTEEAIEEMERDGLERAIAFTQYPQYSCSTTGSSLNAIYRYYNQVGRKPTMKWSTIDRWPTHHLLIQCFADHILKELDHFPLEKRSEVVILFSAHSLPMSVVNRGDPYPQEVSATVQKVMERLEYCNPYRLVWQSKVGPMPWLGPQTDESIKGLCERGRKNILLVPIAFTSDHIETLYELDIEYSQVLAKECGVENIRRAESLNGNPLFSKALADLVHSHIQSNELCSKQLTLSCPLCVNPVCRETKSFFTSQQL
Calls only. Not all compounds are listed, so the mix of outcomes need not match the whole.

For Cc1cc(C)c(S(=O)(=O)N2CCC(n3c(C(F)(F)F)nc4cccnc43)CC2)c(C)c1 the results were FECH block inactive.
`CN1CCCC1CCNS(=O)(=O)NCc1ccccc1` (stereo unspecified) gave FECH block inactive.
Screening Nc1nnc(CCCNC(=O)CC2CCc3ccccc32)s1 (stereo unspecified) returned FECH block inactive.
For COc1ccc(C(=O)NC(C)Cc2cc(C)[nH]n2)o1 (stereo unspecified) the results were FECH block inactive.
Screening CCc1ncc2c(n1)CN(C(=O)c1ccc(-n3ccnc3)cc1)C2 returned FECH block inactive.
For CCCN(CCC)c1ncc(NS(=O)(=O)c2ccc3c(c2)CCCC3)cc1C(=O)O the results were FECH block inactive.
Screening CCCN(CCC)c1ncc(NS(=O)(=O)c2ccc(F)c(F)c2)cc1C(=O)O returned FECH block inactive.
For Cc1cc(N2CCOCC2)nc(N2CCN(S(=O)(=O)c3cccc(Cl)c3)CC2)n1 the results were FECH block inactive.
For COc1ccc(Cl)cc1S(=O)(=O)N1CCN(c2cc(-c3cccc(F)c3)ncn2)CC1 the results were FECH block inactive.
For Cc1cc(NC(=O)COc2ccccc2C)n(-c2ncnc3c2cnn3-c2ccc(Cl)cc2)n1 the results were FECH block inactive.
Screening CC(Oc1cccc(-c2cccc3cnccc23)c1)C(N)=O (stereo unspecified) returned FECH block inactive.
Screening CC(Cc1ccco1)NC(=O)c1ccc(CN2C(=O)CCn3nccc32)cc1 (stereo unspecified) returned FECH block inactive.

Next section; the last two above are carried over.
Screening CC(Oc1cccc(-c2cccc3cnccc23)c1)C(N)=O (stereo unspecified) returned FECH block inactive.
Screening CC(Cc1ccco1)NC(=O)c1ccc(CN2C(=O)CCn3nccc32)cc1 (stereo unspecified) returned FECH block inactive.
Screening Cc1ccc(Nc2cc(C)nc(N3CCN(S(=O)(=O)c4cccc(F)c4)CC3)n2)cc1 returned FECH block inactive.
For C=CCC(O)(CC=C)CN1CC(C(=O)O)CC1=O (stereo unspecified) the results were FECH block inactive.
Screening Cc1ccsc1CNc1ccc(C(=O)N2CC=CCC2)cc1 returned FECH block inactive.
For Cc1cc(C)n2nc(CN(C(=O)c3ccc(C(C)(C)C)cc3)c3ccccc3)nc2n1 the results were FECH block inactive.
For c1ccc(-n2cccc2CN(Cc2ccsc2)CC2CCCO2)nc1 (stereo unspecified) the results were FECH block inactive.
COc1ccc(Nc2nc(NCCCO)nc3c2cnn3-c2ccccc2)cc1 was read as FECH block inactive.
For CCN(CCc1nc2ccc(C)cc2[nH]1)C(=O)c1cnn2cc(CCO)cnc12 the results were FECH block inactive.
CCCc1cc(Sc2ccc(NC(=O)Nc3ccc(C)c(Cl)c3)cc2)n2ncnc2n1 was read as FECH block inactive.
For COCCN(Cc1cnn(C)c1)c1nc(C)nc2sccc12 the results were FECH block inactive.
Screening Cc1ccc(Nc2cc(C)nc(N3CCN(S(=O)(=O)c4ccccc4F)CC3)n2)cc1 returned FECH block inactive.
Screening O=C(c1cscn1)N1CC[C@@H](c2ccc3ccccc3c2)[C@H](O)C1 returned FECH block inactive.
`O=c1cc(CNc2cccc(C(F)(F)F)c2)nc2nc(NCc3ccccc3)[nH]n12` gave FECH block inactive.
For Cc1c(CNCCc2nc3ccc(F)cc3[nH]2)c2ccccc2n1CC(N)=O the results were FECH block inactive.
For CCNC(=O)CN1CCN(Cc2cnc3c(-c4ccccc4)cnn3c2)CC1 the results were FECH block inactive.
Cc1nn(C)c(N2CCOCC2)c1CN(C)Cc1[nH]c2ccccc2c1C was read as FECH block inactive.
c1ccc(-n2ncc3c(Nc4ccc5c(c4)OCO5)nc(NCC4CCCO4)nc32)cc1 (stereo unspecified) was read as FECH block inactive.
CCC(=O)Nc1ccccc1-c1nnc(SC(CC)C(=O)Nc2ccc(C(=O)OC)cc2)[nH]c1=O (stereo unspecified) was read as FECH block inactive.
`COc1cccc(-c2cn[nH]c2C2CCN(Cc3ccncc3)CC2)c1` gave FECH block inactive.
`CC1=C(C(=O)NCCOc2cccc3ccc(C)nc23)C(C)NC(=O)N1` (stereo unspecified) gave FECH block inactive.
`COc1ccc(Nc2cc(C)nc(Nc3ccc(NC(=O)c4ccco4)cc3)n2)cc1` gave FECH block inactive.
Screening CCn1c(=O)n(Cc2ccc(C)cc2)c(=O)c2cnc(-c3ccc(OC)cc3)nc21 returned FECH block inactive.
For O=C(CCN1CCN(S(=O)(=O)N2CCCC2)CC1)Nc1nccs1 the results were FECH block inactive.
For COc1cccc(C(=O)Nc2cccc(OCc3cc(=O)n4cc(Cl)ccc4n3)c2)c1 the results were FECH block inactive.
Screening Cc1ccc(NS(=O)(=O)c2cc(-c3ccc(=O)[nH]n3)ccc2Cl)c(C)c1 returned FECH block inactive.

5 records picked at random from those above:
For CCNC(=O)CN1CCN(Cc2cnc3c(-c4ccccc4)cnn3c2)CC1 the results were FECH block inactive.
Cc1nn(C)c(N2CCOCC2)c1CN(C)Cc1[nH]c2ccccc2c1C was read as FECH block inactive.
Screening Cc1ccc(Nc2cc(C)nc(N3CCN(S(=O)(=O)c4cccc(F)c4)CC3)n2)cc1 returned FECH block inactive.
COc1ccc(Nc2nc(NCCCO)nc3c2cnn3-c2ccccc2)cc1 was read as FECH block inactive.
For O=C(CCN1CCN(S(=O)(=O)N2CCCC2)CC1)Nc1nccs1 the results were FECH block inactive.

Additional structures:
Screening CCOc1ccc2nc(NC(=O)C3CCN(c4ncnc5c4nc4n5CCCCC4)CC3)sc2c1 returned FECH block inactive.
Screening CCC(CO)N(Cc1ccsc1)Cc1ccc2c(c1)CCO2 (stereo unspecified) returned FECH block inactive.
CCCc1ccc(S(=O)(=O)NCCn2c(-c3ccccc3)nc3cccnc32)cc1 was read as FECH block inactive.
For Cc1nc2c(c(=O)n1C)CCN(Cc1cn[nH]c1-c1ccccc1)CC2 the results were FECH block inactive.
For CC1CCCN(c2nc(Nc3cccc(Cl)c3)c3cnn(-c4ccccc4)c3n2)C1 (stereo unspecified) the results were FECH block inactive.
For Cc1ccc(OCCSc2ncn(-c3nc(C)cc(N4CCCC4)n3)n2)cc1 the results were FECH block inactive.
CC(C)Cc1cc(C(=O)NC2CC(=O)N(C3CCCCCC3)C2)nc(=O)[nH]1 (stereo unspecified) was read as FECH block inactive.
For O=S(=O)(NCc1ccccc1)NC1CCCN(c2ncccn2)C1 (stereo unspecified) the results were FECH block inactive.
Screening Cc1nc(N2CCN(C3CCOCC3)CC2)cc(-n2cccn2)n1 returned FECH block inactive.
CCOc1ccc(N(Cc2nc3nc(C)cc(C)n3n2)C(=O)CC(C)C)cc1 was read as FECH block inactive.
For Cn1cnnc1CCNC(=O)CC1C(=O)NCCN1Cc1cccc(F)c1 (stereo unspecified) the results were FECH block inactive.
For Cc1ccc(Cn2c(CCNC(=O)Nc3ccccc3Br)nc3cccnc32)cc1 the results were FECH block inactive.
`Cc1ccccc1C1(O)CCN(Cc2cnc(N3CCCC3)nc2)C1` (stereo unspecified) gave FECH block inactive.
For CCC(c1ccc(OC)cc1)N(CC)C(=O)c1ccc2c(c1)nnn2C (stereo unspecified) the results were FECH block inactive.
For CN1CCCN(C(=O)CSCc2ccccc2Cl)CC1 the results were FECH block inactive.
`O=C(C1CCN(c2ccc(-c3cccs3)nn2)CC1)N1CCN(c2ccccn2)CC1` gave FECH block inactive.
Screening CCOC(=O)CCNC(=O)N1CC[C@@H]2CC[C@H](C1)N2C returned FECH block inactive.
`CC(C)N1CCN(C(=O)CCc2csc(N)n2)CC1C` (stereo unspecified) gave FECH block inactive.
Screening CCc1cnc(C)nc1NCCNc1nc(C)cc(=O)[nH]1 returned FECH block inactive.
Screening CCn1nc(C(=O)O)c2c1CCC(NCc1c(OC)cccc1OC)C2 (stereo unspecified) returned FECH block inactive.
`O=C(c1ccc(NCc2ccncc2)cc1)N1CCCC2(CCNC2)C1` (stereo unspecified) gave FECH block inactive.
Screening Cc1cc2c(cc1C(=O)N1CCOC(C(F)(F)F)C1)OCCO2 (stereo unspecified) returned FECH block inactive.
Screening COc1ccccc1C(=O)Nc1cc(C)nn1-c1ncnc2c1cnn2-c1ccc(C)cc1C returned FECH block inactive.
For CS(=O)(=O)NCCn1c(CCc2ccccc2)nc2cccnc21 the results were FECH block inactive.

For convenience, four of the compounds above:
`O=C(c1ccc(NCc2ccncc2)cc1)N1CCCC2(CCNC2)C1` (stereo unspecified) gave FECH block inactive.
Screening Cc1cc2c(cc1C(=O)N1CCOC(C(F)(F)F)C1)OCCO2 (stereo unspecified) returned FECH block inactive.
Screening COc1ccccc1C(=O)Nc1cc(C)nn1-c1ncnc2c1cnn2-c1ccc(C)cc1C returned FECH block inactive.
For CS(=O)(=O)NCCn1c(CCc2ccccc2)nc2cccnc21 the results were FECH block inactive.

(cont.)
For COc1ccc(CNC(=O)CN2CCCN(Cc3ccccc3Cl)S2(=O)=O)cc1 the results were FECH block inactive.
CSc1ccc(CNC(=O)COc2nc(C)nc3oc(C)c(C)c23)cc1 was read as FECH block inactive.
For CC(C)CC(c1ncnn1C)n1cc(-c2ccc3c(c2)OCCO3)nn1 (stereo unspecified) the results were FECH block inactive.
Screening CCOc1ccc(S(N)(=O)=O)cc1-c1nc(C(C)C)no1 returned FECH block inactive.
For CC(C)n1cc(-c2c(-c3ccccc3)ncn2CCc2cnc[nH]2)cn1 the results were FECH block inactive.
For CNC(=O)c1ccc(C2CCCN2C(=O)c2cnc3ccnn3c2C)s1 (stereo unspecified) the results were FECH block inactive.
Screening O=C(Cc1nc2ccccc2o1)NCc1ccc2nonc2c1 returned FECH block inactive.
Screening COc1ccc(-c2ncc3c(=O)n(Cc4c(C)cc(C)cc4C)c(=O)n(C)c3n2)cc1 returned FECH block inactive.
For COC(=O)c1cc2n(n1)CCN(c1ncccn1)C2 the results were FECH block inactive.
Screening Cc1ccc(N(Cc2nc3nc(C)c(Cl)c(C)n3n2)C(=O)c2cccc(C)c2)cc1 returned FECH block inactive.
Screening Cc1ccc(-c2ncc3c(=O)n(Cc4ccccc4F)c(=O)n(C)c3n2)cc1 returned FECH block inactive.
CCn1cnnc1C(C)NC(=O)c1ccc2c(c1)nnn2C (stereo unspecified) was read as FECH block inactive.
CCn1ncnc1C1CC(=O)Nc2cc3[nH]ncc3cc21 (stereo unspecified) was read as FECH block inactive.
CCN(CC)C(=O)Cn1c(=O)n(CC2CCC(C(=O)NC)CC2)c(=O)c2sccc21 (stereo unspecified) was read as FECH block inactive.
O=C(O)C1CC2(CCNCC2)CN1Cc1cccc2nonc12 (stereo unspecified) was read as FECH block inactive.
For O=C(CCN1CCCCC1c1cccnc1)Nc1nc2ccccc2s1 (stereo unspecified) the results were FECH block inactive.
`CCCCNC(=O)[C@@H]1CC=CC[C@@H]1C(=O)N1C[C@H]2C[C@H](O)[C@H](O)C[C@H]2C1` gave FECH block inactive.
For CSc1ncc(CN2CCC(CNC(=O)c3ccc[nH]3)C2)cn1 (stereo unspecified) the results were FECH block inactive.
Cc1cc(N(C)C)nc(Nc2ccc(NC(=O)c3ccc(C(F)(F)F)cc3)cc2)n1 was read as FECH block inactive.
c1ccc(-c2csc(CCn3ccnc3-c3ccncc3)n2)cc1 was read as FECH block inactive.
`O=C1CC2(CCN(C(=O)c3cccc(-c4ccccc4F)c3)CC2)CN1` gave FECH block inactive.
`Cc1ccc(CNc2nccc(-c3cn(C)nc3C)n2)o1` gave FECH block inactive.
CCNS(=O)(=O)c1cc(C(=O)N2CCCC2)cs1 was read as FECH block inactive.
Screening CCN(CC(=O)NCc1ccccc1F)CC1CCOCC1 returned FECH block inactive.
For CCCn1c(CNS(=O)(=O)c2cccc([N+](=O)[O-])c2)nc2cccnc21 the results were FECH block inactive.
`COc1ccc(N2C(=O)CCS2(=O)=O)cc1S(=O)(=O)Nc1c(C)cc(C)cc1C` gave FECH block inactive.
`Cc1nnc(SCCC(=O)N(Cc2sccc2C)C2CCCC2)s1` gave FECH block inactive.
CC1c2cccn2CCN1C(=O)CNS(=O)(=O)c1cccs1 (stereo unspecified) was read as FECH block inactive.
`O=C(CCN1CCCC(CCc2ccccc2F)C1)N1CCCC1` (stereo unspecified) gave FECH block inactive.
`Cc1cc(C)n2nc(CN(C(=O)C(C)C)c3ccc(F)cc3)nc2n1` gave FECH block inactive.
CSc1nc(NCCCN2CCOCC2)c(C#N)c(-c2ccccc2)n1 was read as FECH block inactive.
Screening C/C(=C\c1ccccc1)CN1CCCN(C(=O)c2ccco2)CC1 returned FECH block inactive.
For Cc1cc(C)cc(NC(=O)c2ccc(=O)n(Cc3cccc(F)c3)c2)c1 the results were FECH block inactive.
`CC(C)N1CCn2nc(C(=O)NCc3nnc(-c4ccccc4)o3)cc2C1` gave FECH block inactive.
O=C1CN(Cc2ccccc2F)S(=O)(=O)c2ccccc2N1Cc1ccc(Cl)cc1 was read as FECH block inactive.
`Cc1ccc(Cl)cc1NC(=O)Cc1csc(NC(=O)Nc2cccc(Cl)c2)n1` gave FECH block inactive.
CCc1cc(Sc2ccc(NC(=O)Nc3ccc(Br)cc3)cc2)n2nc(C)nc2n1 was read as FECH block inactive.
`CCC(CC)C(=O)NC1CC(=O)N(c2ccc(Cl)cc2)C1` (stereo unspecified) gave FECH block inactive.
Screening C/C(=C\c1ccco1)CN1CCC(NS(C)(=O)=O)CC1 returned FECH block inactive.
O=C(CN1CCN(Cc2ccc(F)cc2Cl)S1(=O)=O)Nc1ccc(Cl)cc1F was read as FECH block inactive.
For COC(=O)c1c(NC(=O)c2ccco2)sc2c1CCN(C(C)C)C2 the results were FECH block inactive.
For CCCn1ncc(C(=O)NCCn2nnc3ccccc32)c1C the results were FECH block inactive.
OCc1cc(-c2ccc(-c3ccn[nH]3)cc2)ccn1 was read as FECH block inactive.
CCc1ccc(-n2c(CN3CCNCC3)nc3cccnc32)cc1 was read as FECH block inactive.
`COc1ccc(C(=O)N(Cc2nc3nc(C)cc(C)n3n2)c2ccc(F)cc2)cc1OC` gave FECH block inactive.
Cc1cc(Sc2ccccc2NC(=O)Nc2ccc(F)cc2F)n2ncnc2n1 was read as FECH block inactive.
`Cc1ccc(-c2nc(C(N)=O)c3c(n2)n(-c2ccc(C)c(C)c2)c(=O)n3Cc2ccccc2)c(C)c1` gave FECH block inactive.
